Bioassay records (PubChem)
MrgX1 antagonist – antagonists of human MrgX1 receptor. AID 588676. B-score at 10 µM. 310,000 tested, 1.3% active. Q96LB2. MRGX1-HEK293 calcium flux, Fluo-4, BAM8-22 antagonism; active compounds read low;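 active means calcium-response B-score plate-corrected more than 3 library SD below zero, starting fluorescence within 5 deviations, no agonist response on first addition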;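 further: peak minus trough fluorescence over baseline after final BAM8-22 challenge near maximal dose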
Target sequence (Q96LB2 whole entry, looked up): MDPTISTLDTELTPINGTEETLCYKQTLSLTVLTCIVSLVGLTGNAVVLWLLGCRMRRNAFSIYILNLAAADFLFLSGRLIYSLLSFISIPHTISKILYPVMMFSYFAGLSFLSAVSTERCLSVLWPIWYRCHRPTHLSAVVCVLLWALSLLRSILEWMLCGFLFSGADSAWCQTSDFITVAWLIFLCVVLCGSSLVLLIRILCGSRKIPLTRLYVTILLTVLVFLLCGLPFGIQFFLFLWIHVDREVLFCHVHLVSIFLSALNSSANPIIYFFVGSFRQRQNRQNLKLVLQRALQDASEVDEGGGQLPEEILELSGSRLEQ
ANO1 activ – mouse TMEM16A channel activation, primary screen | HEK293 TMEM16A/YFP-H148Q/I152L, iodide quench fluorescence; active compounds read low | 340,000 tested, 0.3% active | AID 623877 | B-score at 10 µM | Q8BHY3;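 active means fluorescence-ratio B-score plate-corrected deviation score at least 3 library SD below zero, with starting fluorescence score within 5 deviations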;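 further: channel opened by trigger with iodide after compound preincubation; score built on the fluorescence ratio of max minus min over baseline; more negative score means more quench and so TMEM16A activation or potentiation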
HDAC3 inh – human HDAC3 inhibition; O15379; 320,000 tested, 0.15% active; recombinant HDAC3, fluorogenic peptide/trypsin coupled, fluorescence; inhibition, % at 8.3 µM; in the data active means inhibition above about 26%, passing the limit was not always enough; inconclusive means no clear call, values can overlap the other calls
Target sequence (O15379 whole entry, looked up): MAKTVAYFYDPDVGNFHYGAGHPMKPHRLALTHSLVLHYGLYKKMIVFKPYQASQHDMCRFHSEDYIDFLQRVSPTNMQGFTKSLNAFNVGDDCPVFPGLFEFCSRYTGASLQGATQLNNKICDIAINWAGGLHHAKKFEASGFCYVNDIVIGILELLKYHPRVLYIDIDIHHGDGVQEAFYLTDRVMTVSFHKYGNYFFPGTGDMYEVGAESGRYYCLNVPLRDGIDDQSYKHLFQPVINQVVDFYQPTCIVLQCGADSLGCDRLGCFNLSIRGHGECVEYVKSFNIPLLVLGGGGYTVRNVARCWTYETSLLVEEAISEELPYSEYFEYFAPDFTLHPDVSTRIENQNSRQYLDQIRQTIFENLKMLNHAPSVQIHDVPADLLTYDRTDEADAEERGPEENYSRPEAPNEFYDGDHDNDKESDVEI
ANO1 block – inhibitors of mouse TMEM16A calcium-activated chloride channel | Q8BHY3 | HEK293 TMEM16A/YFP iodide influx fluorescence, ionomycin | normalized B-score (activity score, 25-100; higher = stronger inhibition) at 10 µM | 310,000 tested, 1.2% active | AID 588511;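 active means ratio plate-corrected score three or more library SD toward inhibition, starting fluorescence score within five deviations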;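 further: score derived from kinetic fluorescence span divided by baseline fluorescence per well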
MrgX1 agonist – human MrgX1 receptor agonism, primary screen; Q96LB2; MrgX1-HEK293 cells, Fluo-4 calcium fluorescence, agonist mode; active compounds read high; B-score at 10 µM; 310,000 tested, 0.44% active;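 active means calcium response B-score plate-corrected fluorescence ratio at least 3 library SD, with starting fluorescence B-score inside 5 SD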
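Test system: HEK293 cells stably expressing human MrgX1 receptor; Input: fifteen thousand cells per well; Dosing: compound delivered in addition one of three; Schedule: overnight seeding, then 1 h dark dye loading; Technique: Fluo-4 NW calcium fluorescence; Measure: B-scored fluorescence response ratio; Controls: positive and negative controls per plate.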
RGS4 block – inhibitors of human RGS4 | P49798 | HEK293 M3R/RGS4 inducible, Fluo-4 calcium flux; active compounds read high; triggered by carbachol at its EC20 | B-score at 10 µM | 310,000 tested, 0.45% active;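 active means B-score, a plate-corrected calcium signal, over three deviations above library mean, with baseline fluorescence within five deviations of library mean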;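 further: RGS4 expression induced by doxycycline in cells with stable M3 receptor; B-score is computed from the integrated fluorescence ratio over baseline after carbachol; higher B-score means a larger calcium signal and so more RGS4 inhibition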
Target sequence (P49798 whole entry, looked up): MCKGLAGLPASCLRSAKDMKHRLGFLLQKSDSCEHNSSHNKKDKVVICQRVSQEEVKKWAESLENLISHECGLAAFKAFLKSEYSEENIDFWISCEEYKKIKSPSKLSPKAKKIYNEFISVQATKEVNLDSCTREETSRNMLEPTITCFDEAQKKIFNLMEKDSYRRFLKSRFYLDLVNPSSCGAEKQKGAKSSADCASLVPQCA
TRPC6 activator – mouse TRPC6 channel activation. AID 2550. Q61143. 310,000 tested, 0.13% active. B-score at 10 µM. HEK293-TRPC6 membrane potential dye fluorescence; active compounds read high;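 active means B-score of the integrated fluorescence ratio above library mean plus 3 SD, and starting fluorescence ratio within library mean plus 5 SD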;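 further: higher score means more depolarization so channel activation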
TRPC6 inh – mouse TRPC6 channel inhibition | Q61143 | HEK293-TRPC6, membrane potential dye, ACh-evoked depolarization; active compounds read low | B-score at 10 µM | 310,000 tested, 1.1% active;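 active means B-score under library mean minus 3 SD, initial fluorescence not abnormally high, positive integrated signal ratio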;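 further: B-score derived from integrated fluorescence ratio over the kinetic read; more negative B-score means stronger inhibition of depolarization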
MrgX1 allo act – human MrgX1 positive allosteric modulation, primary screen | Q96LB2 | MrgX1-HEK293, Fluo-4 calcium flux, FDSS; active compounds read high | B-score at 10 µM | 310,000 tested, 0.63% active | AID 588675;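 active means plate-corrected calcium response at least 3 library SD above typical, normal starting fluorescence, not activating the receptor alone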;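 further: compound read alongside a low EC10 to EC30 dose of BAM8-22 agonist; peak minus trough fluorescence over baseline measured at the second addition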
RGS4 pot – potentiators or activators of RGS4; B-score at 10 µM; 310,000 tested, 0.92% active; HEK293 M3R/inducible RGS4, carbachol calcium flux Fluo4; active compounds read low;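 active means B-score of the integrated calcium signal more than 4 SD below the library mean, with starting fluorescence not abnormally high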;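 further: negative B-score means reduced calcium response which marks RGS4 activation or potentiation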
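Material: M3R-expressing HEK293 line, RGS4 induced by doxycycline | Schedule: Overnight RGS4 induction, 30 min dye load 37 °C, 20 min compound RT | Measured by: Fluo4 fluorescence kinetic imaging of calcium | Read-out: Integrated calcium ratio converted to B score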
SKKanGAS inh – inhibitors of SKKanGAS S. pyogenes growth in kanamycin (SK-promoter or general growth effect); BacTiter-Glo, 6 h; inhibition, % at 7.5 µM; 300,000 tested, 1.3% active;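 active means mean replicate score, as percent of positive control median, at least 50; inconclusive means mean below 50 but one replicate at or above 50; inactive means mean and every replicate below 50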;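 further: strain carries kanamycin resistance gene driven by streptokinase promoter and grows in 40 µg/ml kanamycin; loss of luminescence reflects streptokinase promoter inhibition or plain growth inhibition; 0% = median of DMSO wells and 100% = positive control at its reference dose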
An asterisk follows results filed as active; i = inactive; ? = inconclusive; · = no result given.

SMILES	MrgX1 antagonist	ANO1 activ	HDAC3 inh	ANO1 block	MrgX1 agonist	RGS4 block	TRPC6 activator	TRPC6 inh	MrgX1 allo act	RGS4 pot	SKKanGAS inh
COC(=O)C1=C(C(=O)OC)[C@@H]2N(C)c3ccc(OC)cc3[C@@]23C[C@@H](C(=O)OC)N(C(=O)c2ccco2)C3=N1	i	i	-1	i	i	i	i	i	i	i	-5
CCOC(=O)N1CCN(C(=O)c2nn(-c3cc(OC)cc(OC)c3)c(=O)c3ccccc23)CC1	i	·	1	i	i	i	i	i	i	i	·
CC(C)(C)NC(=O)Cn1c(SCC(=O)NC2CCCC2)nc2ccccc21	i	i	3	i	i	i	i	i	i	i	3
O=C(N/C(=C/c1cccc([N+](=O)[O-])c1)C(=O)N1CCOCC1)c1ccccc1Br	i	i	5	i	i	i	i	i	i	i	-7
O=C(O)c1cc(NC(=O)C2CCCO2)cc(NC(=O)C2CCCO2)c1 (stereo unspecified)	i	i	-1	i	i	i	i	i	i	i	-2
Cc1ccc(CNC(=O)C(OC(=O)c2ccco2)C(C)C)cc1 (stereo unspecified)	i	i	-2	i	i	i	i	i	i	i	-2
COc1ccccc1N(CC(=O)N1CCOCC1)S(C)(=O)=O	i	i	-6	i	i	i	i	i	i	i	-8
CCN(CC)C(=O)Nc1ccc(C(=O)OC)cc1	i	i	2	i	i	i	i	i	i	i	0
COc1ccc(-c2cc3nc(C)cc(N4CC(C)CC(C)C4)n3n2)cc1 (stereo unspecified)	i	i	-6	i	i	i	i	i	i	i	18
Cc1noc(C)c1CSc1nc2ccccc2n1CCc1ccccc1	i	i	-4	i	i	i	i	i	i	i	15
CC(O)/C=C/c1ccc2ccccc2n1 (stereo unspecified)	i	i	-5	i	i	i	i	i	i	i	-1
COc1cc(NC(=O)CCn2c(=O)oc3ccccc32)cc(OC)c1OC	i	i	-2	i	i	i	i	i	i	i	-4
O=C(NCC1COCCO1)c1ccc2nc(Cc3cccc(Cl)c3)oc2c1 (stereo unspecified)	i	i	-6	i	i	i	i	i	i	i	1
O=S(=O)(NCCc1ccccn1)c1cccs1	i	i	-2	i	i	i	i	i	i	i	4
CN(C)c1ccc(/C=N/NC(=O)COc2ccccc2)cc1	i	i	-12	i	i	i	i	i	i	i	-4
COc1cc2c(cc1NC(=O)Nc1cccc(C)c1)oc1ccccc12	i	i	-1	i	i	i	i	i	i	i	-4
Cc1cccc(C(=O)Nc2nnc(Cc3c[nH]c4ccccc34)s2)c1	i	i	0	i	i	i	i	i	i	i	3
CCc1cccc(OCCCn2ccnc2)c1	i	i	-8	i	i	i	i	i	i	i	-1
CN1C2CCC1/C(=C/c1cccn1C)C(=O)/C2=C\c1cccn1C	i	i	14	i	i	i	i	i	i	i	-8
CCc1cc(=O)oc2cc(OCC(=O)NCCCN3CCCC3=O)ccc12	i	i	-10	i	i	i	i	i	i	i	0
CC1(C)NC(=O)N(CC(O)COc2ccccc2C(=O)N2CCCCC2)C1=O (stereo unspecified)	i	i	-3	i	i	i	i	i	i	i	2
Cc1nonc1CN(C)C(=O)CC1C(=O)NCCN1Cc1cccc(C(F)(F)F)c1 (stereo unspecified)	i	i	0	i	i	i	i	i	i	i	-7
COc1ccccc1CNC(=O)C1CCC(CNc2c(N3CCOCC3)c(=O)c2=O)CC1 (stereo unspecified)	i	i	0	i	i	i	i	i	i	i	-3
CC1CN(S(=O)(=O)c2cccc(C(=O)Nc3ccc4c(c3)CCC4)c2)CC(C)O1 (stereo unspecified)	i	i	-2	i	i	i	i	i	i	i	-7
CCOc1ccc(C(C)(C)C)cc1S(=O)(=O)Nc1ccncc1	i	i	9	i	i	i	i	i	i	i	-4
O=C(N[C@@H](Cc1ccccc1)C(=O)O)c1ccc(C(F)(F)F)cc1	i	i	5	i	i	i	i	i	i	i	4
O=C(NCc1ccccc1)c1onc(CSc2ccc(F)c(F)c2)c1C(=O)NCc1ccccc1	i	i	12	i	i	i	i	i	i	i	22
COc1ccc(N2CCN(C(=O)CSc3nc4[nH]ncc4c(=O)n3-c3ccc(Br)cc3)CC2)cc1	i	i	3	i	i	i	i	i	i	i	-3
Cc1ccc([N+](=O)[O-])cc1NCC(=O)NN	i	i	1	i	i	i	i	i	i	i	-10
Cc1ccc(S(=O)(=O)N2CCC3(CC2)OCCN3S(=O)(=O)c2c(C)cc(C)cc2C)cc1	i	i	-7	i	i	i	i	i	i	i	-6
COCCc1nn2c(=O)cc(COC(=O)c3cc(OC)c(OC)c(OC)c3)nc2s1	i	i	11	i	i	i	i	i	i	i	2
CC(C)CN(C(=O)CCCc1nc2ccccc2c(=O)[nH]1)c1c(N)n(Cc2ccccc2)c(=O)[nH]c1=O	i	i	2	i	i	i	i	i	i	i	17
CC(C)(C)n1nnnc1C(c1ccc2ncccc2c1)N1CCSCC1 (stereo unspecified)	i	i	4	i	i	i	13*	-11*	i	i	-9
C=CC1CN(CC(=O)OC)S(=O)(=O)c2ccccc21 (stereo unspecified)	i	i	-5	i	i	i	i	i	i	i	6
Cn1c(CN2CCCC2)nc2cc(NC(=O)c3ccc(Cl)cc3)ccc21	i	i	5	i	i	i	i	i	9*	i	0
CCc1cc2c(=O)n(Cc3ccco3)c(SCC(=O)NC3CCS(=O)(=O)C3)nc2s1 (stereo unspecified)	i	i	4	i	i	i	i	i	i	i	7
Cc1ccc(CN2CCN(CC(=O)NC(C)c3ccc4c(c3)OCCO4)C2=O)cc1 (stereo unspecified)	i	i	5	i	i	i	i	i	i	i	1
CCc1ccccc1NC(=O)CSc1nc(C)c(C)o1	i	i	-2	i	i	i	i	i	i	i	4
O=C(C1CCC1)N1CCc2cc(S(=O)(=O)N3CCc4ccccc4C3)ccc21	i	·	5	i	i	i	i	i	i	i	9
O=C1CC(c2ccc(Cl)cc2)CC(=O)C1CS(=O)(=O)c1ccccc1 (stereo unspecified)	i	i	2	i	i	i	i	i	i	-7.2*	1
CCn1c(SCC(=O)Nc2cc(OC)ccc2OC)nnc1C1CCCCC1	i	i	6	i	i	i	i	i	i	i	-13
COC(=O)Cc1c(C)nc2nc(NCc3ccc(Cl)cc3)[nH]n2c1=O	i	i	1	i	i	i	i	i	i	i	-15
CC(=O)C(C)Sc1nnc(-c2ccccc2F)n1C1CC1 (stereo unspecified)	i	i	-1	i	i	i	i	i	i	i	-1
O=S(=O)(c1c(Cl)sc(Cl)c1Br)N1CCCC1	i	i	-6	i	i	i	i	i	i	i	-14
Cc1nn(C(C)C(=O)NCCCc2ccccc2)c(=O)c2nn(-c3ccccc3)c(C)c12 (stereo unspecified)	i	i	1	i	i	i	i	i	i	i	2
CCCCOC(=O)C(C)Oc1ccc(=O)n(-c2ccccc2)n1 (stereo unspecified)	i	i	-8	i	i	i	i	i	i	i	-2
CCCN1C(=O)COc2ccc(C(=O)c3ccccc3C(=O)O)cc21	i	i	5	i	i	i	i	i	i	i	3
COc1ccccc1CNCC(O)(c1ccc(Cl)cc1)c1ccc(Cl)cc1	i	i	4	i	i	i	i	i	i	i	29
CCOC(=O)c1c(C)c(C(=O)NC(C)COC)c(C)n1C (stereo unspecified)	i	i	6	i	i	i	i	i	i	i	0
Cc1ccc2c(c1)N(C(=O)CCC(=O)NCC(C)c1ccccc1)CC(C)O2 (stereo unspecified)	i	i	0	i	i	i	i	i	i	i	-6
CCOC(=O)C1(Cc2cccc(OC)c2)CCN(Cc2cnc(SC)nc2)CC1	i	i	0	i	i	i	i	i	i	i	-25
CCOC(=O)c1c(NC(=O)CNC2CCCCC2)sc(C)c1C	i	i	4	i	i	i	i	i	i	i	-30
O=C(CCc1ccccc1Cl)Nc1ccc(S(=O)(=O)N2CCOCC2)cc1	i	i	-2	i	i	i	i	i	i	i	-13
O=C(Oc1ccc(F)cc1C(=O)/C=C/c1cccs1)c1cccc([N+](=O)[O-])c1	i	i	-1	i	i	i	i	i	i	i	4
CCOC(=O)c1ccccc1NC(=O)c1ccc(Cl)c(S(=O)(=O)N2CCOCC2)c1	i	i	0	i	i	·	·	·	i	·	·
COc1ccccc1CN=C1Nc2ccccc2CS1	i	i	?	i	i	i	i	i	i	i	13
O=C(O)CCCCNS(=O)(=O)c1ccc(Cl)c(C(F)(F)F)c1	i	i	5	i	i	i	i	i	i	i	3
O=C(CN1CCN(CCO)CC1)Nc1ccccc1	i	i	1	i	i	i	i	i	i	i	1
Cc1ccc(/C=C/C(=O)c2ccccc(=O)c2O)c(C)c1	i	i	7	i	i	i	i	i	i	i	58*
CCn1c(SCC(=O)N2CCCCC2C)nc2ccsc2c1=O (stereo unspecified)	i	i	9	i	i	i	i	i	i	i	-2

Arranged by count of non-hydrogen atoms (rising): four of the compounds above.
SMILES	MrgX1 antagonist	ANO1 activ	HDAC3 inh	ANO1 block	MrgX1 agonist	RGS4 block	TRPC6 activator	TRPC6 inh	MrgX1 allo act	RGS4 pot	SKKanGAS inh
CN1C2CCC1/C(=C/c1cccn1C)C(=O)/C2=C\c1cccn1C	i	i	14	i	i	i	i	i	i	i	-8
CCn1c(SCC(=O)Nc2cc(OC)ccc2OC)nnc1C1CCCCC1	i	i	6	i	i	i	i	i	i	i	-13
Cc1ccc(CN2CCN(CC(=O)NC(C)c3ccc4c(c3)OCCO4)C2=O)cc1 (stereo unspecified)	i	i	5	i	i	i	i	i	i	i	1
CC(C)CN(C(=O)CCCc1nc2ccccc2c(=O)[nH]1)c1c(N)n(Cc2ccccc2)c(=O)[nH]c1=O	i	i	2	i	i	i	i	i	i	i	17

(listing goes on)
SMILES	MrgX1 antagonist	ANO1 activ	HDAC3 inh	ANO1 block	MrgX1 agonist	RGS4 block	TRPC6 activator	TRPC6 inh	MrgX1 allo act	RGS4 pot	SKKanGAS inh
C=CCOc1ccc(/C=C\c2nc(O)c([N+](=O)[O-])c(=O)[nH]2)cc1OC	i	i	11	i	i	i	i	i	i	i	3
CN(CC1CCOCC1)C(=O)CC1C(=O)NCCN1CC(c1ccccc1)c1ccccc1 (stereo unspecified)	i	i	·	i	i	i	i	i	i	i	0
CCCNC(=O)c1c(NC(=O)C2COc3ccccc3O2)sc2c1CCCC2 (stereo unspecified)	i	i	-3	i	i	i	i	i	i	i	2
Cc1cc(Cl)ccc1OCC(=O)Nc1ccc(CN2CCOCC2)cc1	·	i	·	·	·	i	i	i	·	i	4
